# Compound activity from PubChem BioAssay.
# L3MBTL1 inh – L3MBTL1 (human) inhibition; AID 485360; AlphaScreen L3MBTL1–H3K9me1 peptide binding; Q9Y468; 230,000 compounds, 0.66% hits; Potency, µM (titrated, usually from 57.1 µM), for inactives: at the top dose activity, negative = inhibition, usual class: inhibitors; also: nearly all actives have a fitted effect of over 60% in size
# Target sequence (Q9Y468 whole entry, looked up): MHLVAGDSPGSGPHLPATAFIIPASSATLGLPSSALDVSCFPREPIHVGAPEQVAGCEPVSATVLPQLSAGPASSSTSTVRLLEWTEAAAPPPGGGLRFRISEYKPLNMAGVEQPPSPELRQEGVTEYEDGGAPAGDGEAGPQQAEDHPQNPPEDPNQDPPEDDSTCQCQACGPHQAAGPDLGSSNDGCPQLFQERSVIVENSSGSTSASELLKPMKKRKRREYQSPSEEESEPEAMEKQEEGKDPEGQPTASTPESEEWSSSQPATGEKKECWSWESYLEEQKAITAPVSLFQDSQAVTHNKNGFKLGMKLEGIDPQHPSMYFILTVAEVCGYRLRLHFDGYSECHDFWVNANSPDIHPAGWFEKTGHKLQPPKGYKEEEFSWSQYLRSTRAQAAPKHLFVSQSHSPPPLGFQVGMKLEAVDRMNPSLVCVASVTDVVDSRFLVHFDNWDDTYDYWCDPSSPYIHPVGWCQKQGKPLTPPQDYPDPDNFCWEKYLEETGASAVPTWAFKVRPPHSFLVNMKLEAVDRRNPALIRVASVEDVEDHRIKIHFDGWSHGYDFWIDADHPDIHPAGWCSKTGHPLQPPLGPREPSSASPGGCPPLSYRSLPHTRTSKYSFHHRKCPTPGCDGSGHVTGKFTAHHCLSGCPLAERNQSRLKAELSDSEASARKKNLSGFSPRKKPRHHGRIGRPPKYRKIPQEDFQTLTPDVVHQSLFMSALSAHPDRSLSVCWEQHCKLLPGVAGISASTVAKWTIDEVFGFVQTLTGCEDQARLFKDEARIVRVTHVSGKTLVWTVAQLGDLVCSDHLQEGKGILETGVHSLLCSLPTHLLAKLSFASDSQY
#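 AlphaScreen assay: L3MBTL1 (50 nM final) was preincubated 30 min at room temperature with biotinylated H3(1-15)K9me1 peptide (75 nM final), then 30 min with library compounds; streptavidin donor and nickel chelate acceptor beads (10 ug/mL final) added, 30 min dark.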
# aGlu spleen mod – inhibitors or activators of human alpha-glucosidase in spleen homogenate; P10253; human spleen homogenate, 4-MU-alpha-glucoside fluorescence; Potency, µM (titrated, usually from 79.9 µM), for inactives: at the top dose activity change, negative = inhibition, hits mostly inhibitors; 240,000 compounds, 0.006% hits; AID 2112;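 also: 0% = enzyme with vehicle and -100% = no enzyme basal signal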
#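 Compounds were titrated against alpha-glucosidase in spleen homogenate at pH 5.0, with 1 mM 4-methylumbelliferyl substrate for 40 min at 37 C. Reactions were quenched with pH 10 NaOH/glycine and fluorescence measured.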
# GAA inh – inhibitors of human lysosomal alpha-glucosidase; 200,000 compounds, 0.005% hits; purified human GAA, 4-MU-alpha-glucoside fluorescence; AID 1466; P10253; Potency, µM (doses to about 76.9 µM), for inactives: at the top dose activity change, negative = inhibition, usual class: inhibitors;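 also: plate controls were uninhibited enzyme wells for no effect and no-enzyme background for full effect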
#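 AC50 values come from Hill fits of compound titrations (up to 77 uM) against 4 nM human enzyme. Substrate 4-methylumbelliferyl-alpha-D-pyranoside at 400 uM, pH 5.0 citrate buffer, 20 min room temperature; fluorescence Ex 365/Em 440 after alkaline stop.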
# TR SRC2 fluor cs – counter-screen for TRb-SRC2 inhibitors: fluorescence interference. TRb/SRC2 Texas Red total fluorescence interference. Potency, µM (highest dose often 106 µM), for the others: top-dose fluorescence change, negative = quenching. 280,000 compounds, 0.29% hits. AID 1479; active = well fitted curve in either direction with a large enough effect; inconclusive = small, poorly fitted or top-dose-only effect
#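 Human TRβ ligand-binding domain (0.6 uM) and Texas Red SRC2 peptide (20 nM) in Tris buffer with 1 uM T3 and 5% DMSO were incubated with pinned compound for 5 hr at ambient temperature. Total fluorescence was computed as S + 2P (555/632 nm).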
# GAA glycogen – inhibitors or activators of human alpha-glucosidase glycogen cleavage; P10253; recombinant GAA, glycogen substrate, Amplex Red glucose oxidase fluorescence; Potency, µM (series often up to 76.4 µM), inactives show at the highest dose activity change, negative = inhibition, hits mostly inhibitors; 300,000 compounds, 0.38% hits; AID 2100;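 also: 0% = full enzyme reaction and -100% = no-enzyme basal signal; the screen sought inhibitors and activators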
#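 Recombinant human enzyme (4 nM); glycogen substrate; 37 C, 40 min, pH 5.0. Readout: coupled glucose oxidase/Amplex Red fluorescence.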
# RGS12 GoLoco inh – inhibitors of human Gai1-RGS12 GoLoco interaction (red fluorophore). AID 880. 230,000 compounds, 0.44% hits. Potency, µM (titrated, usually from 61.6 µM), inactives show at the highest dose activity, negative = inhibition, most hits filed as inhibitors. Gai1:RGS12 GoLoco peptide FP, rhodamine, 10 min; active = well fitted inhibition curve with a large enough effect, not every such curve was filed as active; inactive = no such curve, though single readings can be large or run the other way; also: nearly all actives have a fitted effect of over 30% in size; many of its hits are not listed in these tables
# TRb-SRC2 inh – inhibitors of human thyroid hormone receptor beta-SRC2 interaction. P10828. TRbeta-SRC2 peptide binding, fluorescence polarization; receptor liganded with 1 µM T3. Potency, µM (highest dose often 106 µM), for the others: top-dose activity change, negative = inhibition, most hits filed as inhibitors. 280,000 compounds, 0.065% hits. AID 1469;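 also: plate controls were bound peptide for no effect and peptide without receptor for full effect; nearly all actives have a fitted effect of over 50% in size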
#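 Compounds were added to 0.6 uM TRb ligand-binding domain and 20 nM Texas Red-labeled SRC2 peptide in Tris buffer containing 1 uM T3, incubated 5 hr at ambient temperature, then read by fluorescence polarization.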
# RECQ1 inh – inhibitors of human RECQ1 DNA helicase | P46063 | RECQ1 DNA unwinding, red fluorescence kinetic read | Potency, µM (highest dose often 57.3 µM), for the others: at the highest dose activity, negative = inhibition, actives largely listed as inhibitors | 240,000 compounds, 0.54% hits | AID 2549;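 also: plate controls were vehicle for no effect and no enzyme for full effect; nearly all actives have a fitted effect of over 30% in size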
#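 50 nM RECQ1T1 preincubated 15 min with compound in Tris pH 8.0 buffer with MgCl2, DTT, Tween-20 and 2.5 ug/ml poly(dI-dC); started with 200 nM TAMRA/BHQ-2 forked duplex and 2 mM ATP. Unwinding read as fluorescence (525/598 nm), two reads 2 h apart.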
# * marks the source's active call; other numbers are inactive results; i = inactive; ? = inconclusive; . = not tested or not shown; [ ] = another dose, or the depositor's remark. Unless noted, calls follow the shape of the dose curve; as a rule, active = well fitted curve in the direction sought with a large enough effect; inconclusive = small, poorly fitted or top-dose-only effect, or another doubt; inactive = no such curve, though single readings can be large; an effect the other way counts as inactive or inconclusive. Unless noted, % is scaled to controls: 0 for no effect and ±100 for the full control effect; potency is read from the fitted curve at half-maximal effect. Not all compounds are listed; rates above refer to the full screens.
entry | SMILES | L3MBTL1 inh | aGlu spleen mod | GAA inh | TR SRC2 fluor cs | GAA glycogen | RGS12 GoLoco inh | TRb-SRC2 inh | RECQ1 inh
1 | CCc1cccc(C)c1NC(=O)COC(=O)c1c2c(nc3ccccc13)/C(=C\c1cccs1)CCC2 | 7% | -12% | 5% | 0% | -3% | 1% | -6% | -8%
2 | CCOc1ccc(/C=C2/SC(=S)N(C(C(=O)O)c3ccccc3)C2=O)cc1OCC (stereo not drawn) | . | -16% | -15% | -7% | 11% | 13% | -11% | 22µM*
3 | COc1ccc(C(c2nnnn2C2CCCCC2)N2CCN(C)CC2)c(OC)c1 (stereo not drawn) | 3% | 6% | 14% | -3% | -7% | 1% | -2% | -10%
4 | COc1ccccc1C(=O)NN1C(=O)C2C3C=CC(O3)C2C1=O (stereo not drawn) | 3% | -1% | -4% | -4% | 0% | -16% | 3% | -3%
5 | COc1ccccc1C1c2c(C)nn(-c3ccccc3)c2NC(=O)C1NC(=O)c1ccccc1 (stereo not drawn) | 10% | -3% | 4% | -1% | -1% | 14% | 2% | -1%
6 | CC(C)NC(=O)CSc1c2c(nc3ccccc13)CCCC2 | . | 10% | 5% | -5% | -10% | 5% | 4% | -4%
7 | Cc1cc(Br)ccc1OCCCCN1CCC(C)CC1 | 2% | -5% | -1% | 1% | 10% | 3% | -1% | -1%
8 | COCCCn1c(-c2ccc(OC)cc2)nc2nc3ccccc3nc21 | . | -6% | ? | -3% | 4% | 0% | -6% | -4%
9 | COCCNc1nc(C)cc(-c2cc(C(=O)NCc3ccccc3)on2)n1 | . | 2% | . | 1% | -3% | 4% | 0% | -5%
10 | COC(=O)c1sc(-c2ccc(Cl)cc2)cc1NC(=O)/C=C/C(=O)O | . | 3% | . | -2% | 2% | 14% | 0% | -2%
11 | COc1ccc(NC(=O)Cc2nnc(N)s2)cc1 | . | -5% | -2% | 0% | 0% | 3% | 2% | 5%
12 | O=C(O)c1ccccc1C(=O)N1CCc2c([nH]c3ccccc23)C1C(F)(F)F (stereo not drawn) | -7% | -19% | -1% | -5% | 4% | 4% | -1% | -12%
13 | CS(=O)(=O)Nc1ccc(C(=O)N2CCc3ccccc3C2)cc1 | 3% | 2% | -6% | 0% | -13% | -5% | -2% | -3%
14 | CCN(c1ccccc1)S(=O)(=O)c1ccc(Cl)c(NC(=O)CSc2ncn[nH]2)c1 | 2% | -5% | 2% | 8% | -8% | 5% | 4% | -3%
15 | CCn1ncc(C(=O)Nc2ccc(S(=O)(=O)N3CCCC3)cc2)c1C | 27% | 0% | -10% | -4% | ? | -10% | -23% | -7%
16 | COc1cc2c(cc1OC)CN(C(C)C(=O)N1CCc3ccccc31)CC2 (stereo not drawn) | . | -11% | -3% | -1% | 6% | -1% | -12% | -3%
17 | COc1ccc(N2CCN(C(c3nnnn3C3CCCC3)C(C)C)CC2)cc1 (stereo not drawn) | -5% | -1% | ? | -1% | 6% | 16% | 2% | 3%
18 | COc1ccc(NC(=O)c2nc3nccc(C)n3n2)cn1 | . | -1% | -10% | -1% | 2% | 16% | -1% | 9%
19 | COc1ccc2c(c1)c1nc3ccccc3nc1n2CC(=O)OC(C)C | . | -27% | -8% | 2% | 5% | -3% | -20% | -1%
20 | CCCC(=O)N(Cc1cc2ccccc2[nH]c1=O)c1ccccc1OC | . | -6% | 0% | 0% | 2% | 7% | 18% | -1%
21 | CCNC(=S)N1CCn2c(nc3ccccc32)C1 | 42%[activator] | -4% | 2% | 1% | 5% | -6% | -1% | -11%
22 | Cn1c(=O)c2c(SCC(=O)N3CCOCC3)nc(C3CCCCC3)nc2n(C)c1=O | 5% | 0% | 6% | 0% | 11% | 0% | -5% | i
23 | COC(=O)c1cc(C(=O)OC)n(Cc2ccc(Br)cc2)n1 | . | 1% | -3% | 2% | 0% | 2% | -2% | i
24 | CN(Cc1cn(C)nc1-c1ccccc1F)CC1CCN(Cc2ccccc2)CC1 | -6% | 6% | . | 0% | -6% | 1% | -1% | i
25 | COc1ccc(C)cc1NC(=O)CN(c1ccccc1F)S(C)(=O)=O | 2% | 5% | -12% | 4% | 3% | 1% | 2% | 0%
26 | COCCn1cnc2c1c(=O)n(CC(=O)c1ccc3c(c1)OCCO3)c(=O)n2Cc1ccccc1 | -5% | 9% | . | -1% | 3% | 7% | 1% | -4%
27 | COC(=O)c1ccc(N2C(=O)CC(N(C)Cc3ccccc3)C2=O)cc1 (stereo not drawn) | . | -9% | -2% | -3% | 2% | 8% | -2% | -7%
28 | O=C(COc1ccc(S(=O)(=O)Nc2ccccc2)cc1)NCc1ccncc1 | -12%[11.4 µM] | 7% | -2% | 9% | -16% | 9% | 16% | -5%
29 | COc1ccc(C2=CSC3=NCCN23)cc1F | 0% | -2% | 2% | -2% | -1% | 3% | -11% | -5%
30 | COc1cc(C2C(C(=O)c3ccco3)=C(O)C(=O)N2c2cc(C)on2)cc(Br)c1O (stereo not drawn) | 0% | -9% | 1% | -1% | -6% | -2% | 5% | 1%
31 | C(=C\c1nc(-c2ccncc2)no1)/c1ccccc1 | 3% | 0% | 9% | -2% | 14% | 13% | -4% | 13%
32 | CCOC(=O)C(CCCP(=O)(c1ccccc1)c1ccccc1)(NC(C)=O)C(=O)OCC | 9% | 2% | . | 0% | -3% | 4% | -4% | -7%
33 | O=C(CC1SC(=Nc2ccccc2)N(CCCO)C1=O)Nc1ccc(Cl)cc1 (stereo not drawn) | 0% | -8% | -10% | 0% | -9% | 2% | -2% | -8%
34 | CC1(C)CC(=O)C/C(=N/NC(=O)c2ccc(-c3ccccc3)cc2)C1 | -3% | -7% | -3% | -1% | ? | 10% | 1% | i
35 | O=S(=O)(/N=C(/Nc1cc(N2CCOCC2)ncn1)c1ccc(F)cc1)c1ccccc1 | . | 1% | -6% | 2% | -11% | 8% | -2% | -11%
36 | COc1cc(CNCCc2ccc(S(N)(=O)=O)cc2)ccc1OCC(=O)NC(C)(C)C | 8% | 1% | 0% | 0% | 0% | 3% | -14% | -6%
37 | Cc1cc(NC(=O)CN2C(=O)NC(C)(c3ccccc3)C2=O)no1 (stereo not drawn) | . | -6% | -2% | 0% | 8% | 0% | -2% | 16%
38 | CC1CCC(NC(=O)C2c3ccccc3C(=O)N2Cc2ccc3c(c2)OCO3)CC1 (stereo not drawn) | 3% | -5% | ? | -2% | -15% | -11% | 3% | -4%
39 | O=[N+]([O-])c1ccccc1NCc1ccc(Cl)cc1 | ? | -11% | 0% | 0% | -7% | 5% | -2% | -6%
40 | CCOC(=O)c1c(NC(=O)c2nn(CC)cc2Br)c(C#N)nn1-c1ccccc1 | 1% | -14% | -3% | 0% | -1% | 26% | -13% | -5%

# 9 of these compounds, reformatted:
# Fields: L3MBTL1 inh | aGlu spleen mod | GAA inh | TR SRC2 fluor cs | GAA glycogen | RGS12 GoLoco inh | TRb-SRC2 inh | RECQ1 inh
29) COc1ccc(C2=CSC3=NCCN23)cc1F
    0% | -2% | 2% | -2% | -1% | 3% | -11% | -5%
30) COc1cc(C2C(C(=O)c3ccco3)=C(O)C(=O)N2c2cc(C)on2)cc(Br)c1O (stereo not drawn)
    0% | -9% | 1% | -1% | -6% | -2% | 5% | 1%
31) C(=C\c1nc(-c2ccncc2)no1)/c1ccccc1
    3% | 0% | 9% | -2% | 14% | 13% | -4% | 13%
32) CCOC(=O)C(CCCP(=O)(c1ccccc1)c1ccccc1)(NC(C)=O)C(=O)OCC
    9% | 2% | . | 0% | -3% | 4% | -4% | -7%
33) O=C(CC1SC(=Nc2ccccc2)N(CCCO)C1=O)Nc1ccc(Cl)cc1 (stereo not drawn)
    0% | -8% | -10% | 0% | -9% | 2% | -2% | -8%
34) CC1(C)CC(=O)C/C(=N/NC(=O)c2ccc(-c3ccccc3)cc2)C1
    -3% | -7% | -3% | -1% | ? | 10% | 1% | i
35) O=S(=O)(/N=C(/Nc1cc(N2CCOCC2)ncn1)c1ccc(F)cc1)c1ccccc1
    . | 1% | -6% | 2% | -11% | 8% | -2% | -11%
36) COc1cc(CNCCc2ccc(S(N)(=O)=O)cc2)ccc1OCC(=O)NC(C)(C)C
    8% | 1% | 0% | 0% | 0% | 3% | -14% | -6%
37) Cc1cc(NC(=O)CN2C(=O)NC(C)(c3ccccc3)C2=O)no1 (stereo not drawn)
    . | -6% | -2% | 0% | 8% | 0% | -2% | 16%

# Continuation.
entry | SMILES | L3MBTL1 inh | aGlu spleen mod | GAA inh | TR SRC2 fluor cs | GAA glycogen | RGS12 GoLoco inh | TRb-SRC2 inh | RECQ1 inh
41 | CC(C)(C)OC(=O)N1CCN(c2ccc(CNC(=O)c3ccc(Cl)cc3)cc2)CC1 | -9% | -14% | -2% | -1% | -3% | 3% | 7% | -15%
42 | Cn1c(SCc2ccccc2Cl)nnc1-c1cnccn1 | . | 1% | -5% | -1% | 6% | 7% | 7% | -2%
43 | Cc1cccc(NC(=S)Nc2cccc(C)n2)n1 | 4% | -5% | . | -2% | -15% | 13% | -3% | i
44 | CN1C=CC=C/C1=C1\SC(=S)N(c2ccccc2)C1=O | -5% | -6% | -1% | 5% | 0% | 4% | -2% | -5%
45 | CCOCCn1c(CCCO)nc2ccccc21 | 3% | -2% | -2% | -2% | 8% | 4% | -6% | i
46 | CC(=O)OCC(=O)[C@@]12OC(C)(C)O[C@@H]1C[C@H]1[C@H]3C[C@H](F)C4=CC(=O)C=C[C@@]4(C)[C@]3(F)[C@H](O)C[C@@]12C | . | -2%[29.1 µM] | . | -2%[53 µM] | . | 10%[21.6 µM] | 6%[53 µM] | -1%[25.9 µM]
47 | Oc1ccccc1-c1nc(NCC2CCCO2)c2ccccc2n1 (stereo not drawn) | 20% | 0% | ? | -2% | -6% | -2% | -2% | -3%
48 | COc1cc(N/C(=N/S(=O)(=O)c2ccccc2)c2ccccc2)ncn1 | . | -7% | 0% | 2% | -3% | -4% | -28% | i
49 | CCn1c(C)cc(/C=C2\NC(=O)N(CC(=O)Nc3ccc(F)cc3)C2=O)c1C | -23% | -16% | 2% | -2% | -1% | -8% | 3% | 3%
